Source: PubChem (Sanford-Burnham Center for Chemical Genomics)
TIM10 inh = inhibits growth of TIM10 yeast strain | actives 1.4% (n = 330,000) | S. cerevisiae TIM10 strain growth, BacTiter-Glo luminescence, 24 h | AID 463195 | inhibition, % at 10 µM;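 active = inhibition of 40% or more at the single tested concentration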;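 note: wild-type TIM10 isogenic control strain grown at permissive 25 °C; 0% = DMSO yeast wells and 100% = minimal medium wells without yeast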
NLRP3 yeast inh = inhibitors of NALP3 inflammasome in yeast; Yeast reconstituted NLRP3/ASC/caspase-1, beta-gal luminescence, 24 h; inhibition, % at 10 µM; actives 0.39% (n = 330,000); AID 2825;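 active = inhibition of 50% or more; inactive = inhibition below 50%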;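 note: plate controls were induced DMSO wells for no effect and uninduced yeast grown without galactose for full effect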
APJ agonist = agonists of human APJ apelin receptor; P35414; CHO-K1 APJ PathHunter beta-arrestin, luminescence; 0% DMSO wells, 100% apelin; activation, % at 20 µM; actives 0.11% (n = 330,000);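 active = activation more than six SD over the plate average, tested at 20 µM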;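 note: 0% = DMSO alone and 100% = apelin-13 at 10 nM; some results filed as inactive read as strong as hits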
Target sequence (P35414 whole entry, looked up): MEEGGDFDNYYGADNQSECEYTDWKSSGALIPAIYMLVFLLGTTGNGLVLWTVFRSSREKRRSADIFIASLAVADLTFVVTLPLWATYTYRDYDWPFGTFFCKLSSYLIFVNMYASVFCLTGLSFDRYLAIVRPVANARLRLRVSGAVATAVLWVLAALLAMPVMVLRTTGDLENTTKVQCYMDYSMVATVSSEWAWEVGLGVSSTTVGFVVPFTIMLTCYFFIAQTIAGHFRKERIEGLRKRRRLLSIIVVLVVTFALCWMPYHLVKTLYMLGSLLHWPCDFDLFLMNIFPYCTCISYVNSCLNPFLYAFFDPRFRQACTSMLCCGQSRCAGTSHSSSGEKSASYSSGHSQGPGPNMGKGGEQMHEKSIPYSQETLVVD
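Test system: CHO-K1 APJ beta-arrestin complementation cell line. Amount: cell density 1000 per well. Controls: DMSO negative, 10 nM Apelin-13 positive. Signal: luminescent beta-gal fragment complementation, chemiluminescent substrate. Read-out basis: agonist-driven arrestin binding to APJ. Timing: compound stimulation 90 min at 25 °C, detection 60 min.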
NR3A LBD binder = NR3A (human) ligand-binding domain modulation. NR3A LBD differential scanning fluorimetry, Tm shift; 0% = protein alone, 100% = glycine-bound protein. Tm shift relative to glycine control, % at 25 µM. actives 2.5% (n = 340,000);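 active = melting temperature shift of at least 10% of the positive control shift, at one fixed dose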
tim10-1 inh = growth inhibitors of tim10-1 mutant yeast. S. cerevisiae tim10-1 ts strain growth, BacTiter-Glo, 24 h. inhibition, % at 20 µM. actives 2.2% (n = 330,000);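 active = inhibition of at least 40%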;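 note: mutant grown at 25 °C; 0% = DMSO wells with yeast and 100% = wells holding no yeast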
tim23-1 inh = tim23-1 yeast growth inhibition | AID 463212 | S. cerevisiae tim23-1 growth, BacTiter-Glo luminescence, 24 h | actives 1.3% (n = 330,000) | inhibition, % at 20 µM;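 active = growth inhibition of the mutant yeast at or above 50%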;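 note: temperature-sensitive mutant grown at 25 °C; plate controls were DMSO-treated mutant yeast for no effect and medium wells lacking yeast for full effect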
MPTP inh = permeability transition pore inhibition | inhibition, % at 10 µM | isolated mouse mitochondria, Ca2+ swelling absorbance, 30 min | actives 1.4% (n = 360,000);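 active = inhibition of 50% or more, scaled per plate between neutral and stimulator controls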;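 note: 0% = DMSO wells given calcium and 100% = 1 mM EGTA wells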
APJ antagonist = antagonists of human APJ apelin receptor | P35414 | CHO-K1 APJ beta-arrestin complementation, luminescence | actives 0.32% (n = 330,000) | inhibition, % at 20 µM;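 active = inhibition above about 40% at 20 µM, limit read from the data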;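 note: cells challenged with 10 nM apelin-13 agonist together with compound; plate controls were apelin-13 plus DMSO wells for no effect and DMSO wells lacking apelin-13 for full effect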
beta cell repl = induces beta-cell replication in MIN6 cells; MIN6 cells proliferation, ATPlite luminescence, 48 h; cells starved in 0.2% serum; 100% = growth in 10% serum; proliferation, % at 10 µM; actives 0.29% (n = 330,000); AID 2380;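 active = compounds whose signal lies at least 3.5 SD above the mean of all wells on their plate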;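 note: 0% = DMSO-treated cells in low-serum medium and 100% = 10% serum control; some compounds called inactive have numbers as strong as hits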
Active calls of the source: *; · = no result given.

Results follow in this order: TIM10 inh	tim10-1 inh	beta cell repl	NR3A LBD binder	APJ agonist	APJ antagonist	tim23-1 inh	NLRP3 yeast inh	MPTP inh
1	Cc1ccc(S(C)(=O)=O)cc1C(=O)Nc1cccc(S(=O)(=O)N2CCCCCC2)c1
 : 8	15	-1	5	-4	3	16	6	0.6
2	CCn1c(=O)c2c(nc3n2CC(C)CN3CCc2ccccc2)n(C)c1=O (centres undefined)
 : 11	14	-3	2	-5	5	15	11	0.6
3	CCC1=Nc2cc(C(=O)NCCN3CCCC3)ccc2Sc2ccc(C)cc21
 : 3	20	-5	-1	1	-4	3	0	0.1
4	Cc1ccc(NC(=O)CN2c3cccc4cccc(c34)S2(=O)=O)cc1
 : 3	0	-5	-4	-1	-8	21	22	-0.4
5	O=C(O)Cc1ccc(NC(=O)c2ccc(Cl)c(Cl)c2)cc1
 : 14	4	-4	-3	-3	12	8	0	0.1
6	CC1CCCCC1NC(=O)C1CCN(c2c3c(nc4ncnn24)CCC3)CC1 (centres undefined)
 : 3	-9	0	-2	0	3	9	-5	-0.7
7	CC(/C=N/N1CCN(c2ccccn2)CC1)=C\c1ccccc1
 : -50	-21	-1	3	-2	8	-15	0	2.5
8	Cc1ccc(S(=O)(=O)NCC(=O)OCC(=O)NCc2ccco2)cc1
 : 3	7	0	0	-2	0	3	3	-0.1
9	COc1ccc(C)cc1-n1c(SCC(=O)Nc2cc(C)on2)nc2sc(C)c(C)c2c1=O
 : 21	16	-2	-4	7	7	-4	-2	-0.8
10	CCOc1ncccc1C(=O)Nc1ccc(S(=O)(=O)Nc2cc(C)nc(C)n2)cc1
 : -6	3	-3	2	-2	13	2	7	-1.6
11	O=c1cc[nH]c2c1ccc1c(=O)cc[nH]c12
 : -3	-19	6	-2	1	4	-17	0	-0.8
12	O=C(CSCc1ccccc1F)NCc1ccccc1
 : 18	11	-2	-2	-1	15	27	3	0.0
13	COCc1ccc(CN2CCc3c([nH]c4ccccc34)C2C(C)(C)C)o1 (centres undefined)
 : 12	13	-5	-3	-3	16	31	13	0.9
14	Cc1cc(C)cc(NC(=O)c2ccccc2CC[N+](=O)[O-])c1
 : 8	25	-3	-10	-1	0	18	20	0.0
15	O=c1[nH]c(CSc2ncnc3sccc23)nc2cc(C(F)(F)F)ccc12
 : 0	3	-1	-1	-2	-20	15	-4	7.5
16	Cc1sc2nc(CN3CCCC3)nc(N3CCN(S(=O)(=O)c4cccs4)CC3)c2c1C
 : -5	5	-6	-3	-3	19	5	3	12
17	COc1cccc(NC(=S)N(CCC(C)C)C(C)c2ccncc2)c1 (centres undefined)
 : 12	10	-5	1	-3	0	11	11	-0.6
18	COC(=O)C1CCN(C(=O)c2cc(OC)c(OC)c(OC)c2)CC1
 : 5	-3	1	-1	-5	27	3	7	-1.7
19	Cn1c(C(=O)NCCc2ccccc2)cc(=O)n(C)c1=O
 : -3	10	4	1	-2	6	0	-17	0.0
20	CCCCCN(C(=O)CCC(=O)OCC(=O)NCc1ccc(OC)cc1)c1c(N)n(CCCC)c(=O)[nH]c1=O
 : 12	12	1	1	5	11	12	12	0.0
21	CCN(CC)C(=O)c1sc2nc(Cc3ccccc3)[nH]c(=O)c2c1C
 : 10	-5	-3	-2	-4	-21	9	-6	-1.5
22	O=C(NC1CCCC1)c1cc(-c2cccc(Cl)c2)on1
 : 15	-9	-2	0	-1	7	30	41	-0.4
23	CN(C)C(CNC(=O)c1c(F)cccc1Cl)c1ccco1 (centres undefined)
 : 0	3	0	-1	3	10	15	-3	0.0
24	O=C(CN1CCC(C(O)(c2ccccc2)c2ccccc2)CC1)Nc1cc(Cl)ccc1Cl
 : 8	31	-5	-4	5	-13	28	10	2.8
25	O=C(N/N=C/c1ccc([N+](=O)[O-])cc1)c1ccc(COc2ccccc2-c2ccccc2)cc1
 : 6	29	-5	16*	1	-12	10	16	44
26	O=C(Cc1ccc(S(=O)(=O)N2CCCCC2)s1)Nc1ccc(F)c(F)c1
 : 25	47*	0	3	-2	-6	33	-1	67*
27	Cc1cc(C)cc(NC(=O)c2cccc(C(=O)Nc3cc(C)cc(C)c3)n2)c1
 : 0	1	-2	-2	3	5	-4	11	1.7
28	CCOP(=O)(OCC)C(Nc1ccccc1)c1ccccc1C(F)(F)F (centres undefined)
 : 30	16	-2	2	-2	-8	37	-18	-1.5
29	COCCNC(=O)C1CCCN(S(=O)(=O)c2c(C)noc2/C=C/c2cccs2)C1 (centres undefined)
 : 3	13	-1	2	-6	1	18	-1	-0.7
30	CC1CCC(NC(=O)CN2C(=O)COc3ccc(S(=O)(=O)N4CCCC4)cc32)CC1 (centres undefined)
 : 0	10	-1	·	-2	-9	-1	17	·
31	COc1ccc(OC)c(CN2CCCC(CO)C2)c1 (centres undefined)
 : -2	-7	-2	-5	-3	9	-1	11	-0.7
32	CN(C(=O)c1cnccn1)c1nnc(-c2cnccn2)s1
 : 11	7	-1	3	3	18	9	-4	1.2
33	CC1CN(C(=O)CCC(=O)NCc2ccc(F)cc2)c2ccccc2S1 (centres undefined)
 : 27	-1	4	-1	-2	13	8	4	-2.7
34	CCc1cccc2c(SCC(=O)NCC3CCCO3)nc(-c3ccc(F)cc3)nc12 (centres undefined)
 : 9	19	-4	0	3	7	24	14	1.2
35	COc1ccc(NC(=O)CCSc2ccc(C)cc2)cc1S(=O)(=O)Nc1ccccc1Cl
 : 16	26	0	2	-1	-10	13	15	17
36	COc1ccc(OC)c(Nc2ncnc3sc(-c4ccccc4)cc23)c1
 : 19	11	0	-25	1	-9	8	20	7.6
37	COc1cccc(/C=N/NC(=O)c2cnccn2)c1OC
 : -8	-46	-2	0	-6	16	-11	19	-0.1
38	COc1ccc(NC(=O)Nc2cccc3c2O[C@@H](CN(C)CC2CCCCC2)[C@@H](C)CN([C@H](C)CO)C3=O)cc1
 : -2	-6	-5	2	-4	62*	15	0	0.0
39	O=c1c2c3c(sc2n2c(=S)[nH]nc2n1-c1ccccc1)CCC3
 : 19	20	1	1	-4	16	18	32	1.2
40	CSc1nc(C)cc(-n2cc(F)c(=O)[nH]c2=O)n1
 : 4	3	-2	0	-4	5	9	24	-0.3
41	COc1ccc(Nc2nc(NN)nc(C)c2[N+](=O)[O-])cc1
 : 19	16	-2	-1	-3	-10	29	25	0.2
42	O=C1NC[C@@H](Cc2cccc3ccccc23)N(CCc2cc(C(F)(F)F)cc(C(F)(F)F)c2)C1=O
 : 7	11	-8	0	-6	-64	19	5	0.0
43	O=C(NCC(=O)N1CCN(C(=O)c2ccco2)CC1)c1ccccc1
 : -2	-16	0	-4	1	1	-3	9	-0.8
44	CC(NC(=O)NC(=O)c1cccc(Cl)c1)c1ccccc1 (centres undefined)
 : 10	12	-2	2	3	-3	14	30	0.1
45	Nn1c(SCC(=O)NCc2ccc3c(c2)OCO3)nnc1C(F)(F)F
 : 5	-6	-2	2	-4	-2	1	2	0.9

One compound at a time, as listed above. Values in the order: TIM10 inh, tim10-1 inh, beta cell repl, NR3A LBD binder, APJ agonist, APJ antagonist, tim23-1 inh, NLRP3 yeast inh, MPTP inh
COc1ccc(OC)c(CN2CCCC(CO)C2)c1 (centres undefined) across the screens: -2, -7, -2, -5, -3, 9, -1, 11, -0.7
O=C(NCC(=O)N1CCN(C(=O)c2ccco2)CC1)c1ccccc1 across the screens: -2, -16, 0, -4, 1, 1, -3, 9, -0.8

Continuation:
Results follow in this order: TIM10 inh	tim10-1 inh	beta cell repl	NR3A LBD binder	APJ agonist	APJ antagonist	tim23-1 inh	NLRP3 yeast inh	MPTP inh
46	Clc1ccc(-c2ccccc2)cn1
 : -2	8	-3	5	-1	0	4	19	-0.6
47	O=C(Nc1ccccc1C(=O)N1CCCCC1)c1ccc(Cl)cc1Cl
 : 0	29	9	-1	-4	13	19	20	1.6
48	COc1ccc(C(=O)NNC(=O)C(=O)/C=C(\O)c2ccc(C)cc2)cc1
 : 11	18	-4	-11	-2	0	37	26	1.5
49	O=C(O)c1ccccc1-c1ccccc1C(=O)Nc1cccc(O)c1
 : 2	-11	1	1	-1	-1	7	2	0.6
50	CCCCCN(C(=O)CN(C)Cc1ccc(OC)cc1OC)c1c(N)n(CCCC)c(=O)[nH]c1=O
 : 0	15	4	0	-3	7	-5	-3	-0.9
51	COc1ccc2c(=O)c(-c3nc(C)cs3)coc2c1
 : 64*	43*	-3	0	1	-5	52*	77*	-1.8
52	Cc1nn(C)c(Cl)c1S(=O)(=O)N1CCC(CO)(CCc2ccccc2)CC1
 : -12	-1	-1	-1	-1	-5	16	22	-0.8
53	O=C(N/N=C\c1ccc(F)cc1)c1csnn1
 : -1	-30	-1	12*	-4	21	-9	21	-4.2
54	CCO[C@H]1OC(C(=O)NCc2nc3ccccc3[nH]2)=C[C@@H](c2ccc(Br)cc2)[C@@H]1CCCO
 : -9	3	-6	-12	-6	11	5	12	-2.3
55	COc1ccc(N2CCN(c3oc(COc4ccccc4)nc3C#N)CC2)cc1
 : 25	26	0	3	4	6	16	22	-1.7
56	C=CCn1c(=S)[nH]c2cc(C(=O)Nc3ccc(F)cc3)ccc2c1=O
 : -3	3	-1	-4	1	6	-3	5	2.9
57	Nc1nsc2ccccc12
 : 33	34	-4	-1	-9	40	47	-1	-0.5
58	Cc1ccc(C(=O)N[C@H](C(=O)OCC(=O)c2ccc[nH]2)C(C)C)cc1
 : -14	6	2	1	-4	-4	6	7	-1.0
59	COc1ccccc1Nc1nc(NCC2CCCO2)c2ccccc2n1 (centres undefined)
 : 8	18	-2	-2	-3	-13	-1	32	2.7
60	N#Cc1ccc(OCC(=O)N/N=C/C2CC=CCC2)cc1 (centres undefined)
 : 6	0	-1	0	-1	16	17	0	-0.7
61	COC(=O)CSc1cc([N+](=O)[O-])cc2c1c(C1OCCO1)nn2-c1ccccc1
 : 10	3	0	7	0	-18	-11	13	-1.7
62	Fc1ccc(Nc2ncnc3sc4c(c23)CCC4)cc1
 : 21	43*	-3	-1	-1	3	47	42	0.4
63	Cc1ncoc1C(=O)N1CCCC(C(=O)c2ccc(-c3ccccc3)cc2)C1 (centres undefined)
 : 30	16	0	-1	-1	-2	-6	4	4.1
